Assay outcomes (PubChem BioAssay)
ELG1 genotox – induces genotoxicity in HEK293T cells with luciferase-tagged ELG1 | 1.3% of 330,000 active | HEK293T ELG1-luciferase reporter, luminescence, 16 h | Potency, µM (top dose mostly 46 µM), without a hit: top-dose activity change, positive = activation, hits mostly activators; also: potency is read from the fitted curve at half-maximal effect; % of control where 0% means no effect; nearly all actives have a fitted effect of over 60% in size
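Reporter readout depends on ELG1 protein level, which increases with genetic stress. After 16 hr compound exposure at 37 °C, luciferase activity was quantified using ONE-Glo.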
RORg inh – inhibitors of mouse ROR gamma transcriptional activity. P51450. Drosophila S2 Gal4-RORgamma UAS-luciferase reporter, 20 h. Potency, µM (series often up to 53.6 µM), inactives show at the top dose activity change, negative = inhibition, usual class: inhibitors. 5.4% of 310,000 active. AID 2551; also: potency is read from the fitted curve at half-maximal effect; % is scaled to controls: 0 for no effect and ±100 for the full control effect; nearly all actives have a fitted effect of over 60% in size
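Read-out: Photinus luciferase luminescence; inhibitors lower reporter signal. Insect Schneider cells with Gal4-ROR gamma fusion under metallothionein promoter, UAS reporter; 700 uM final copper sulfate induction, 20 hr, ambient temperature.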
Rab9 promoter act – activates the Rab9 promoter; Huh7 Rab9 promoter-luciferase reporter, luminescence, 24 h; Potency, µM (top dose mostly 9.22 µM), for inactives: top-dose activation, negative = inhibition, usual class: activators; 2.8% of 320,000 active; AID 485297; also: potency is read from the fitted curve at half-maximal effect; % of control where 0% means no effect; nearly all actives have a fitted effect of over 60% in size
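Quantitative HTS format; Huh7 Rab9-luciferase reporter cells (1500/well) receive compound 2 h post-plating, incubate 24 h at 37 °C, then get luciferase reagent for 10 min before luminescence reading.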
Gal4-VP16 FLuc – inhibits Gal4-VP16 luciferase reporter, ROR gamma counter-screen. AID 2546. 3.5% of 310,000 active. Drosophila S2 Gal4-VP16 UAS-luciferase, luminescence, 20 h. Potency, µM (titrated, usually from 53.6 µM), inactives show at the top dose activity, negative = inhibition, actives largely listed as inhibitors;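 also: Gal4-VP16 expression switched on by copper sulfate through the metallothionein promoter; potency is read from the fitted curve at half-maximal effect; % is scaled to controls: 0 for no effect and ±100 for the full control effect; nearly all actives have a fitted effect of over 50% in size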
ELG1 DNA repair – ELG1-dependent DNA repair inhibition | Potency, µM (doses to about 46.1 µM), for the others: at the highest dose activity change, negative = inhibition, hits mostly inhibitors | HEK293T ELG1-luciferase reporter, luminescence, 16 h; DNA damage induced by 5-fluorouridine | 2.3% of 330,000 active; also: potency is read from the fitted curve at half-maximal effect; % is scaled to controls: 0 for no effect and ±100 for the full control effect; nearly all actives have a fitted effect of over 55% in size
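Reporter activity after DNA damage by 5-fluorouridine is monitored. Compound-treated cells incubate 16 hr at 37 °C, then ONE-Glo is added for 30 min before luminescence reading.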
p53 reactivation – restores transcriptional activity of mutant p53; H1299 p53-A138V BP100-luciferase reporter, luminescence, 24 h; Potency, µM (titrated, usually from 92.2 µM), for inactives: top-dose activity change, positive = activation, most hits filed as activators; 0.063% of 320,000 active; AID 504706; also: potency is read from the fitted curve at half-maximal effect; % of control where 0% means no effect; nearly all actives have a fitted effect of over 45% in size
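H1299 (p53-null), stable ts p53-A138V + BP100-Luc; 1000 cells/well, Opti-MEM/10% FBS; cpd 4 pt, 1:5; 24 h, 37 deg C, 5% CO2; detection reagent 10 min RT; luminescence.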
FLuc counter – counter-screen for miR-21 project: firefly luciferase inhibitors or activators. P08659. purified FLuc, Km substrates, luminescence inhibition. Potency, µM (highest dose often 57.5 µM), without a hit: top-dose activity change, negative = inhibition, usual class: inhibitors. 6.9% of 360,000 active;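 also: potency is read from the fitted curve at half-maximal effect; plate controls were vehicle for no effect and reference inhibitor for full effect; nearly all actives have a fitted effect of over 55% in size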
Target sequence (P08659 whole entry, looked up): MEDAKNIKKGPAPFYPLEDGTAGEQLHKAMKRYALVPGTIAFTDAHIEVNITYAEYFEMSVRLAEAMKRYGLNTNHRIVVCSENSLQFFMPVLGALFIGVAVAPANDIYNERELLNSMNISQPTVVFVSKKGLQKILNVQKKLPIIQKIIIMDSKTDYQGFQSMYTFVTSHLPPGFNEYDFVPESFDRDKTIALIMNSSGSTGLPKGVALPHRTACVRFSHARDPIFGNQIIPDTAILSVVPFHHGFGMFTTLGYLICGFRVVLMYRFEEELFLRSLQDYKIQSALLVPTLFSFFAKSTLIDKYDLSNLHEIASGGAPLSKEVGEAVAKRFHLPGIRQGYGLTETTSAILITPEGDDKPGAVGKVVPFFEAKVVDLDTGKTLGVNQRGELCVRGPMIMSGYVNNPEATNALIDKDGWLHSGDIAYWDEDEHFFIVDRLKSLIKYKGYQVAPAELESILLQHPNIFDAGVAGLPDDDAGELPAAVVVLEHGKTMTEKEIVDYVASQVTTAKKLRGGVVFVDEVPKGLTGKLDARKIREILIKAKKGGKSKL
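Biochemical qHTS of compounds, final roughly 60 µM downward over six points, against 10 nM purified firefly luciferase using Km concentrations of substrates (10 uM D-luciferin, 10 uM ATP) in Tris acetate pH 7.5 buffer; luminescence output.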
NPC1 promoter act – activates the NPC1 promoter; Huh7 NPC1 promoter luciferase reporter, 24 h; Potency, µM (titrated, usually from 9.22 µM), without a hit: top-dose activation, usual class: activators; 2.4% of 320,000 active;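 also: potency is read from the fitted curve at half-maximal effect; % of control where 0% means no effect; nearly all actives have a fitted effect of over 60% in size; reporter is driven by a mutant NPC1 promoter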
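Luminescence from an NPC1 promoter-driven luciferase reporter in stably transfected Huh7 cells was measured after 24 h compound treatment at 37 °C, followed by 10 min ambient incubation with luciferase detection reagent.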
TRPV1 ag – human TRPV1 agonism | Q8NER1 | TRPV1-expressing cells, Fluo-8 calcium influx, agonist mode | activation, % at 8.33 µM | 0.19% of 320,000 active; in the data active = activation above about 80%; inconclusive = between about 30% and that limit; also: 0% is about no effect
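Fluo-8 calcium influx in TRPV1-expressing cells, kinetic read (ex 480/em 520 nm). Compound added and read 3 min for agonist activity, followed by capsaicin at EC20 final and 2 min further read for enhancement.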
Tb PFK inh – blocks T. brucei phosphofructokinase. T. brucei PFK, ADP-Glo luminescence. Potency, µM (doses to about 57.5 µM), for the others: at the top dose activity, negative = inhibition, hits mostly inhibitors. 0.17% of 330,000 active;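 also: potency is read from the fitted curve at half-maximal effect; 0% = uninhibited 1x PFK enzyme wells and -100% = no-enzyme wells; nearly all actives have a fitted effect of over 60% in size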
Target sequence (O15648 whole entry, looked up): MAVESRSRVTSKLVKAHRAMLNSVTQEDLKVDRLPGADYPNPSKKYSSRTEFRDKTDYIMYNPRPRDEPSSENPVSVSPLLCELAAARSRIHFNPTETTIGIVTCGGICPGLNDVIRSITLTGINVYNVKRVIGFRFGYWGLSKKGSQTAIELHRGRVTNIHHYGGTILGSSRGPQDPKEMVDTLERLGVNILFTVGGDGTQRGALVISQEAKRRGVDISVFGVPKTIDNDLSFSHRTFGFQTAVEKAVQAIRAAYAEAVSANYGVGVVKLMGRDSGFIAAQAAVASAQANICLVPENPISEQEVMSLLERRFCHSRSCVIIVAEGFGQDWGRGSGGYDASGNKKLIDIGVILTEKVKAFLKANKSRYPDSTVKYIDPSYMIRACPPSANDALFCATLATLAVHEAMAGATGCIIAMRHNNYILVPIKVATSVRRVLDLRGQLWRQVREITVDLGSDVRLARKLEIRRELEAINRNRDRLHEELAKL
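Activity is normalized to no-enzyme wells (full inhibition) and 1.25 nM enzyme wells (no inhibition). Reaction: 0.5 mM F6P, 0.1 mM ATP, 45 min RT, ADP-Glo luminescence; concentration-response curves fitted and classed by quality.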
BRCA1 expr act – activators of BRCA1 expression | MCF7-BRCA1-FFLuc reporter, luminescence, 48 h; response scale: scaled: vehicle 0%, 10 µM genistein 100% | Potency, µM (series often up to 46.1 µM), for inactives: at the top dose activation, hits mostly activators | 1.1% of 380,000 active; also: potency is read from the fitted curve at half-maximal effect; nearly all actives have a fitted effect of over 80% in size; some results filed as inactive show a strong effect at the top dose
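Luminescence from a BRCA1-driven firefly luciferase in MCF7 cells was the read-out, taken 15 min after substrate addition following 48 h compound exposure at 37 °C. Data were normalized to a 10 microM genistein control and DMSO vehicle.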
* hit, by the source's call; ? = inconclusive; . = not tested or not shown; [ ] = remark or other dose. Unless noted, calls follow the shape of the dose curve; as a rule, active = well fitted curve in the direction sought with a large enough effect; inconclusive = small, poorly fitted or top-dose-only effect, or another doubt; inactive = no such curve, though single readings can be large; an effect the other way counts as inactive or inconclusive.

SMILES | ELG1 genotox | RORg inh | Rab9 promoter act | Gal4-VP16 FLuc | ELG1 DNA repair | p53 reactivation | FLuc counter | NPC1 promoter act | TRPV1 ag | Tb PFK inh | BRCA1 expr act
CCC(=O)Nc1cccc(NC(=S)NC(=O)c2cccc(C)c2)c1 | ? | ? | 1.6µM* | 8% | ? | ? | ? | 3.2µM* | 2 | 0% | 65%
O=C(Nc1ccccc1)N1CCN(CCc2ccccc2)CC1 | 3% | 0% | -1% | -10% | 13% | -2% | -2% | -1% | ? | -5% | 3%
CC(=O)c1ccccc1NC(=O)CC1(CC(=O)O)CCCCC1 | 2% | 17% | -1% | 4% | 15% | 3% | -8% | -5% | 0 | 0% | -19%
O=C(COc1ccc2ccc(=O)oc2c1)Nc1cccc(S(=O)(=O)N2CCCCC2)c1 | 1% | . | 1% | . | ? | -5% | . | -4% | -2 | 0% | 11%
CN(C)S(=O)(=O)c1cc(NC(=O)COC(=O)c2ccc3c(c2)OCO3)ccc1Cl | 1% | 59% | 4% | -9% | 26% | -2% | -5% | -4% | 1 | 7% | -9%
COc1cccc(C(=O)N2CCN=C2SC)c1 | 6% | 2% | -3% | 3% | -1% | 10% | 4% | 0% | 4 | 1% | -2%
Cc1nc2ccccc2c2oc(C(=O)N3CC(C)CC(C)C3)cc12 (centres undefined) | -2% | -18% | -1% | -6% | -2% | -4% | 1% | -4% | 2 | -2% | -7%
O=c1[nH]c(C2CCN(S(=O)(=O)c3ccccc3)CC2)nc2c1nnn2Cc1c(F)cccc1Cl | -1% | -1% | 1% | 0% | -1% | -4% | -1% | 1% | 1 | 0% | -71%
Cc1cc(NC(=O)CSc2nc(N)c(NC(=O)c3ccc(F)c(F)c3)c(=O)[nH]2)no1 | 1% | -13% | -2% | -7% | 22% | -3% | 4% | 4% | 2 | -3% | 21%
CCN(CC)S(=O)(=O)c1ccc(OC)c(NC(=O)CSCc2c(C)noc2C)c1 | 3% | . | . | . | -24% | 0% | . | . | . | 5% | -28%
Cc1ccc(NC(=O)[C@H](C)NC(=O)C2CCN(C(=O)[C@@H](N)C(C)C)CC2)cc1 | 2% | 23% | 6% | 14% | 7% | 10% | -4% | -1% | 3 | 1% | 23%
CSCCC(NC(=O)c1ccco1)C(=O)OC(C)C(=O)NC(=O)NC1CCCCC1 (centres undefined) | 7% | 18% | 1% | 7% | 4% | 7% | 4% | -1% | 19 | 2% | 0%
O=C1NC(=O)/C(=C\c2ccccc2OCc2cccc([N+](=O)[O-])c2)N1 | -1% | 17% | -5% | -7% | ? | -2% | 1% | -3% | 0 | -10% | -29%
O=C(NCCc1ccc(Cl)cc1)c1ccc(NC2=NC3CS(=O)(=O)CC3S2)cc1 (centres undefined) | 2% | 5% | 7% | -2% | 17% | 30% | -3% | 5% | 0 | 2% | -8%
Cc1nc(C(=O)NCCO)cc2c1[nH]c1ccccc12 | 6% | 14% | -4% | -6% | 14% | -1% | ? | 0% | 2 | 3% | 20%
Cc1cc(NC(=O)CCCC(=O)OCC(F)(F)C(F)F)cc(C)c1C(=O)O | 0% | 0% | 3% | 0% | ? | 4% | 6% | 2% | -2 | -1% | 5%
CCN1CCN(c2ccc(S(=O)(=O)N3CCOCC3)cc2NC(=O)/C=C/c2ccc(C)cc2)CC1 | ? | . | 2% | . | 13% | -5% | 0% | -4% | 5 | 2% | -19%
O=C(Nc1nc(-c2cc(F)ccc2F)cs1)C1=NN(c2ccccc2)C(=O)CC1 | -4% | 3% | 2% | 13% | ? | 6% | ? | -2% | -1 | 4% | -41%
Cc1cccc[n+]1CC(=O)/C=C1\N(C)c2ccccc2C1(C)C | 5% | ? | -29% | 6.3µM* | -4% | 3% | -2% | -8% | -2 | -1% | -51%
CCCOc1ccc(CN2CCOCC2)cc1OC | 4% | 10% | 0% | 2% | 19% | 5% | -2% | -1% | -3 | -8% | 6%
COc1ccc(OC(=O)c2cnc3n(c2=O)CCS3)cc1 | 4% | 14% | -4% | -10% | ? | 3% | -11% | 1% | -2 | -6% | -2%
COc1ccc(CCC(=O)OCC(=O)Nc2sccc2C(N)=O)cc1 | 1% | . | -5% | . | -13% | 2% | ? | 0% | 1 | 3% | 7%
CN(Cc1ccncc1)C1CC(=O)N(c2ccc(Cl)cc2)C1=O (centres undefined) | 0% | 26% | 4% | 2% | -9% | -1% | 0% | 2% | -2 | -1% | -7%
N#CC(C#N)=Cc1ccc(OC(=O)c2ccccn2)cc1 | -2% | 13µM* | 2% | -25% | 15% | 17% | 1% | 1% | 5 | -6% | 8%
O=C(c1ccc(N2CCCC2)c([N+](=O)[O-])c1)N1CCN(S(=O)(=O)c2ccccc2)CC1 | 1% | . | -15% | . | ? | -1% | 3% | -6% | 0 | 16% | -24%

No new results follow: 3 of the compounds above.
SMILES | ELG1 genotox | RORg inh | Rab9 promoter act | Gal4-VP16 FLuc | ELG1 DNA repair | p53 reactivation | FLuc counter | NPC1 promoter act | TRPV1 ag | Tb PFK inh | BRCA1 expr act
Cc1cccc[n+]1CC(=O)/C=C1\N(C)c2ccccc2C1(C)C | 5% | ? | -29% | 6.3µM* | -4% | 3% | -2% | -8% | -2 | -1% | -51%
CCCOc1ccc(CN2CCOCC2)cc1OC | 4% | 10% | 0% | 2% | 19% | 5% | -2% | -1% | -3 | -8% | 6%
COc1ccc(OC(=O)c2cnc3n(c2=O)CCS3)cc1 | 4% | 14% | -4% | -10% | ? | 3% | -11% | 1% | -2 | -6% | -2%

(list continues)
SMILES | ELG1 genotox | RORg inh | Rab9 promoter act | Gal4-VP16 FLuc | ELG1 DNA repair | p53 reactivation | FLuc counter | NPC1 promoter act | TRPV1 ag | Tb PFK inh | BRCA1 expr act
CCCS(=O)(=O)Nc1ccc2cn[nH]c2c1 | -3% | -19% | 5% | 5% | -4% | 1% | -3% | -1% | 2 | -5% | -5%
COC(=O)c1c(C)[nH]c(C(=O)C(C)OC(=O)C2CC2C)c1C (centres undefined) | -3% | . | 2% | . | 7% | 0% | -9% | 1% | 16 | 0% | 3%
COc1ccc(N2CCN(CCCNC(=O)c3ccc(CS(=O)(=O)c4ccc(Cl)cc4)o3)CC2)cc1 | -12% | 9% | -2% | 7% | -16% | 9% | 1% | -2% | 1 | -1% | 1%
COc1ccc(C(=O)OC(C)CN2CCOCC2)cc1 (centres undefined) | 10% | 13% | -4% | 26% | ? | 1% | -9% | -3% | 2 | 2% | -11%
Cc1ccc(NC(=O)CN2CCC(NC(=O)Cc3ccccc3)CC2)c(C)c1 | -5% | 1% | -6% | -8% | -21% | -1% | 0% | -2% | 1 | 4% | 25%
O=c1[nH]c(=O)n(Cc2ccco2)c2c1C(C(F)(F)F)(C(F)(F)F)N=C(C1CCCCC1)N2 | 2% | 10% | -2% | 0%[0.365 µM] | 14% | -5% | -2% | 0% | -2 | 0% | 3%
Cc1cc(C)cc(OCC(=O)Nc2ccncc2)c1 | -5% | ? | 1% | ? | 16µM* | . | -2% | 0% | ? | 0% | -3%
CC(=O)N1CCOCCOCCN(C(C)=O)CCOCC1 | -8% | 11% | 3% | -10% | -15% | 0% | -1% | -7% | 2 | 4% | 0%
CCOC(=O)N1CCN(c2ccnc3cc(Cl)ccc23)CC1 | -14% | -13% | -7% | -11% | -12% | -4% | 4% | 1% | ? | 4% | -8%
CCSc1nc2ccccc2n1CC(=O)OC | -1% | -14% | -3% | -1% | 13% | -2% | -1% | 1% | -1 | -6% | 0%
O=C(Nc1ccc(Cl)cc1)N1CCCN(c2ccc(C(F)(F)F)cc2[N+](=O)[O-])CC1 | -14% | -98% | -15% | ? | ? | -2% | 2% | 0% | ? | 11% | -65%
O=C(O)C1CCCCC1C(=O)NCCCCc1ccccc1 (centres undefined) | 0% | -1% | 4% | 2% | 11% | 9% | 0% | 8% | -3 | 1% | 5%
CCCc1nnc2n1N=C(c1ccc(C)cc1)CS2 | -4% | -1% | 0% | -8% | 5% | -9% | 0% | 1% | ? | 10% | -16%
O=C(Cc1ccccc1)Nc1ccc2oc(-c3cccnc3)nc2c1 | -1% | -19% | -2% | 0% | -10% | 4% | -13% | 10% | 25 | 8% | 66%
Cc1ccc(S(=O)(=O)N(C)C)cc1NC(=O)c1ccc2ccccc2n1 | -6% | -1% | 17% | -6% | 6% | 8% | ? | 14% | -2 | -2% | 40%
COc1cc(=O)oc(CCC(C)O)c1C (centres undefined) | -2% | . | . | . | 17% | 2% | . | . | . | 0% | 6%
C=CCNc1nc(N)c([N+](=O)[O-])c(Nc2cccc(Cl)c2)n1 | 3% | 7% | 1% | 1% | -1% | 12% | 1% | 3% | 0 | 8% | -53%
C/C(=N\NC(=O)c1ccoc1C)c1ccccc1 | ? | -41% | 2µM* | -6% | ? | 9% | 11µM* | 2.5µM* | 16 | -3% | 4µM*
